PfM18AAP inh: PfM18AAP enzyme inhibition; recombinant PfM18AAP, H-Glu-NHMec fluorogenic cleavage; inhibition, % at 7.35 µM; 290,000 compounds, 1.2% hits; AID 1822;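 active = inhibition above the campaign mean inhibition over all tested compounds plus 3 SD, cut at about 28% in these data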;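 note: 0% = plate median of test compound wells and 100% = 2 mM ZnCl2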
IDE cell inh: inhibitors of human insulin-degrading enzyme in cells. P14735. HEK cells, FAbetaB cleavage, fluorescence polarization. inhibition, % at 5.59 µM. 320,000 compounds, 0.41% hits;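 active = percent inhibition above the average of all tested compounds plus 3 SD, set per screening campaign, cut at about 16% in these data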;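 note: IDE supplied by intact live HEK cells; FP after avidin binding of uncleaved biotin substrate so inhibition keeps polarization high; 0% = DMSO wells and 100% = 60 µM reference IDE inhibitor Ii1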
Target sequence (P14735 whole entry, looked up): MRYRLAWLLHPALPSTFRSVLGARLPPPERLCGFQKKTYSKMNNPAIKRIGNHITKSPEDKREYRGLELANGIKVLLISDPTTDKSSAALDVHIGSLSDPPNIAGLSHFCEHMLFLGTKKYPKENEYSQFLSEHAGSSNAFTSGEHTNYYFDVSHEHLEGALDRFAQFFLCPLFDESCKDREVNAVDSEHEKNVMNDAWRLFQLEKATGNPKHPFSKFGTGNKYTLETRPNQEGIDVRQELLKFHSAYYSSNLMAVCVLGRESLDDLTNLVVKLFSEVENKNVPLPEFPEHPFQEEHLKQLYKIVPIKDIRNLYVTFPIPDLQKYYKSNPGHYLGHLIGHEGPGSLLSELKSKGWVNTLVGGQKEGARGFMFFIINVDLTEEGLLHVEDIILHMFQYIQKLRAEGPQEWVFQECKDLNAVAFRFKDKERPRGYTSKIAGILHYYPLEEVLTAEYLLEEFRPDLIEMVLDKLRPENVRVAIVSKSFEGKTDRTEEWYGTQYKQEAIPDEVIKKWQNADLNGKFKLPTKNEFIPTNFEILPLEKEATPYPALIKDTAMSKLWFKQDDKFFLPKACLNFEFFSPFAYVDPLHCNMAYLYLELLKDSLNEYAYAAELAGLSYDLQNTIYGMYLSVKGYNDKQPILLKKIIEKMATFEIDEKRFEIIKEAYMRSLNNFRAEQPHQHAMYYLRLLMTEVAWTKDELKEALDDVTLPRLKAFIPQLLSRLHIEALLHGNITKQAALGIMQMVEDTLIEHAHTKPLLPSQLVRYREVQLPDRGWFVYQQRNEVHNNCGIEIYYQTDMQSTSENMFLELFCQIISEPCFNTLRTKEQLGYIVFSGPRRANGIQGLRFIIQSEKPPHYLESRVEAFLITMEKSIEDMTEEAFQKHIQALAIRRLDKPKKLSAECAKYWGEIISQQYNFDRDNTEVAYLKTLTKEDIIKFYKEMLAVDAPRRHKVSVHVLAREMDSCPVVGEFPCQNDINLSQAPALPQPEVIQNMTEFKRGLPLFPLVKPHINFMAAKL
NALP1 inh: inhibitors of NALP1 inflammasome in yeast | S. cerevisiae NALP1/ASC/caspase-1 growth, X-gal OD620, 72 h | inhibition, % at 10 µM | 280,000 compounds, 0.61% hits | AID 2071; in the data active = inhibition mostly above about 24%, no sharp cut-off; inactive = mostly below about 32%; note: some compounds called inactive have numbers as strong as hits
MEKK3 PB1 HTS: raises or lowers MEK5 binding to the human MEKK3 PB1 domain | bead-based flow cytometry, Alexa488-MEK5 binding to MEKK3; actives lie on both sides; 0 = blocked by unlabeled MEK5, 100 = vehicle | Q99759 | 290,000 compounds, 1.4% hits | binding response (% of control), % at 10 µM;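 active = binding response more than 3 SD above or below the average of its plate-row segment, actives on both sides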;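 note: Alexa488 bead fluorescence after subtracting the streptavidin-only scavenger bead signal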
MEKK2wt PB1 HTS: raises or lowers MEK5 binding to wildtype human MEKK2 PB1 domain; bead flow cytometry, Alexa488-MEK5 binding to MEKK2 WT; actives lie on both sides; binding response (% of control), % at 10 µM; 290,000 compounds, 1.1% hits; in the data active = binding response below about 67% or above about 130%
SUMO HTRF inh: SUMOylation inhibition; P63279; inhibition, % at 35 µM; AID 2006; HTRF SUMOylation assay, SAE1/SAE2 + UBC9, in vitro; 290,000 compounds, 0.36% hits; in the data active = inhibition above about 50%, passing the limit was not always enough; note: strong numbers were not always called active
IDE act: activators of human insulin-degrading enzyme in cells. HEK cells, FAbeta-B cleavage, fluorescence polarization; 0% vehicle, 100% cell-free pure enzyme wells. activation, % at 5.96 µM. 340,000 compounds, 0.073% hits. AID 493087;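 active = activation above the mean of all tested compounds plus 3 SD, set per screening campaign, cut at about 17% in these data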
MEKK2mut PB1 HTS: signal of MEK5 binding to mutant human MEKK2 PB1 domain; 290,000 compounds, 0.35% hits; AID 1530; bead flow cytometry, Alexa488-MEK5 binding to MEKK2 mutant; percent response, % at 10 µM; in the data active = percent response above about 24%, passing the limit was not always enough; note: inactives centre near 1; some results filed as inactive read as strong as hits; reference of the scale not given here
pCIP destab: compounds decreasing mouse p/CIP protein stability; 290,000 compounds, 0.01% hits; decrease of EGFP signal, % at 10 µM; F442A p/CIP-EGFP cells, EGFP fluorescence, 16 h; Q05BA5;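 active = EGFP signal decrease of at least 30% at 10 µM or well 3 SD below plate mean, unless failing retest; inactive = the rest, including hits failing retest or dose response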; note: some compounds called inactive have numbers as strong as hits; many of its hits are not listed in these tables
* = called active by the depositor; nt = no result given. Not all compounds are listed; rates above refer to the full screens.

| MEKK3 PB1 HTS | PfM18AAP inh | MEKK2mut PB1 HTS | NALP1 inh | SUMO HTRF inh | IDE cell inh | pCIP destab | MEKK2wt PB1 HTS | IDE act | molecule |
| --- | --- | --- | --- | --- | --- | --- | --- | --- | --- |
| 101.0 | -3.1 | -2.0 | 9.7 | -4.3 | 5.4 | 2.1 | 97.0 | -3.8 | CC1Cc2ccccc2N1C(=O)CSc1nnc2n1C(C)(C)Cc1ccccc1-2 (stereo unspecified) |
| 106.0 | 1.2 | 5.0 | 17.6 | -3.9 | 10.5 | -9.2 | 112.0 | 1.4 | COc1ccc(NC(=O)CN2CCN(c3c(C)cccc3C)CC2)cc1 |
| 96.0 | -10.3 | -6.0 | 3.0 | 9.1 | 12.6 | -3.7 | 99.0 | -5.1 | Cc1ccc(S(=O)(=O)NCCC(=O)Nc2cc(S(=O)(=O)N(C)C)ccc2C)cc1C |
| 98.0 | -2.8 | 0.0 | 7.6 | 7.4 | 7.0 | -5.1 | 100.0 | 3.0 | c1ccc(CCc2nn3c(Cn4nnc5ccccc54)nnc3s2)cc1 |
| 94.0 | nt | 2.0 | nt | 69.0* | nt | -10.0 | 90.0 | nt | O=C(/C=C/c1ccc(O)c(O)c1)O[C@H](Cc1ccc(O)c(O)c1)C(=O)O |
| 106.0 | 0.7 | 3.0 | 7.4 | -14.6 | 1.3 | -1.0 | 95.0 | -2.0 | Cc1ccccc1NC(=O)NC(C)(C)CC(C)(C)C |
| 103.0 | 2.6 | 0.0 | 23.5 | 15.0 | 9.5 | -15.0 | 110.0 | -3.5 | CS(=O)(=O)N(Cc1ccccc1)c1ccc(C(=O)Nc2ccc(C(N)=O)cc2)cc1 |
| 101.0 | -0.7 | 5.0 | 23.9 | 38.6 | -4.8 | -12.7 | 88.0 | 2.8 | COc1ccc(N(CC(=O)N/N=C/c2ccc(-c3ccc([N+](=O)[O-])cc3)o2)S(=O)(=O)c2ccc(C)cc2)cc1 |
| 98.0 | -4.3 | 7.0 | 3.0 | 6.4 | 6.0 | 11.5 | 106.0 | 3.8 | O=C(NCc1ccncc1)C(=O)NCC1OCCN1S(=O)(=O)c1ccc(F)cc1 (stereo unspecified) |
| 104.0 | 2.3 | -6.0 | 2.6 | -3.7 | 1.8 | 10.5 | 94.0 | 8.1 | COc1ccccc1NS(=O)(=O)c1ccc(O)c(C(=O)OCc2cccc([N+](=O)[O-])c2)c1 |
| 100.0 | 4.4 | -2.0 | 9.8 | -1.0 | 1.3 | -3.5 | 99.0 | 3.1 | COc1cccc(CNC(=O)CCCNC(=O)c2ccc(Cl)cc2)c1 |
| 98.0 | -0.7 | 0.0 | 0.1 | 3.7 | -2.7 | -2.7 | 98.0 | 3.2 | Cc1ccc(OCCNC(=O)c2ccccc2O)cc1 |
| 98.0 | 1.2 | -1.0 | nt | nt | 1.3 | nt | 102.0 | -0.3 | O=C1CC(SCCc2nc3ccccc3[nH]2)C(=O)N1c1ccc(F)c(Cl)c1 (stereo unspecified) |
| 100.0 | -10.6 | 3.0 | 2.5 | 3.5 | 6.2 | -5.1 | 89.0 | nt | COc1ccc(CCNC(=O)c2ccc3c(c2)NC(=O)C(CSCc2cc(C)ccc2C)N3)cc1OC (stereo unspecified) |
| 92.0 | -6.5 | -11.0 | 2.4 | 8.1 | 2.5 | -4.4 | 90.0 | -0.9 | Cc1oc(S(=O)(=O)N2CCCC2)cc1C(=O)Nc1ccccc1 |
| 108.0 | 16.6 | 7.0 | 33.5 | 14.9 | 3.6 | 0.7 | 97.0 | nt | Cc1c(Cc2ccc3c(c2)OCO3)sc(NC(=O)c2ccc3ccccc3c2)c1C(N)=O |
| 96.0 | 2.5 | 13.0 | 21.2 | -8.8 | 2.1 | -9.7 | 109.0 | -0.8 | CCCC1=NN(C(=O)Cc2ccc(OC)cc2)C(O)(C(F)(F)F)C1 (stereo unspecified) |
| 107.0 | 3.0 | 8.0 | 1.2 | -2.4 | -0.8 | 0.0 | 107.0 | 3.8 | O=C(NCc1ccccn1)c1cc2cc(Br)ccc2oc1=O |
| 104.0 | 2.4 | -8.0 | 0.6 | -12.1 | -1.1 | 10.6 | 91.0 | 3.3 | CCOC(=O)CNC(=S)N(Cc1ccccc1)Cc1cccnc1 |
| 99.0 | -2.0 | 6.0 | 4.2 | -12.9 | 9.0 | -9.6 | 102.0 | -0.9 | CN(CC(=O)Nc1ccccc1Br)C(=O)CNC(=O)c1ccc(Oc2ccccc2)cc1 |

Not a retest: entries from further up.
| MEKK3 PB1 HTS | PfM18AAP inh | MEKK2mut PB1 HTS | NALP1 inh | SUMO HTRF inh | IDE cell inh | pCIP destab | MEKK2wt PB1 HTS | IDE act | molecule |
| --- | --- | --- | --- | --- | --- | --- | --- | --- | --- |
| 107.0 | 3.0 | 8.0 | 1.2 | -2.4 | -0.8 | 0.0 | 107.0 | 3.8 | O=C(NCc1ccccn1)c1cc2cc(Br)ccc2oc1=O |
| 104.0 | 2.4 | -8.0 | 0.6 | -12.1 | -1.1 | 10.6 | 91.0 | 3.3 | CCOC(=O)CNC(=S)N(Cc1ccccc1)Cc1cccnc1 |
| 99.0 | -2.0 | 6.0 | 4.2 | -12.9 | 9.0 | -9.6 | 102.0 | -0.9 | CN(CC(=O)Nc1ccccc1Br)C(=O)CNC(=O)c1ccc(Oc2ccccc2)cc1 |

More records
| MEKK3 PB1 HTS | PfM18AAP inh | MEKK2mut PB1 HTS | NALP1 inh | SUMO HTRF inh | IDE cell inh | pCIP destab | MEKK2wt PB1 HTS | IDE act | molecule |
| --- | --- | --- | --- | --- | --- | --- | --- | --- | --- |
| 102.0 | -4.3 | 1.0 | 29.8 | -5.7 | -8.2 | -1.6 | 104.0 | 3.0 | O=C1CC(C(=O)Nc2ccc(C(=O)N3CCOCC3)cc2)C2(CCCCC2)O1 (stereo unspecified) |
| 111.0 | 3.6 | 2.0 | 0.8 | 38.1 | nt | -18.0 | 105.0 | nt | COc1ccc(NC(=O)c2cnc(C)cn2)c2ncccc12 |
| 98.0 | 1.9 | 0.0 | 11.5 | -12.3 | 3.7 | -3.3 | 100.0 | -3.5 | O=C(CCCn1c(SCC(=O)c2ccccc2)nc2ccccc2c1=O)NCC1CCCO1 (stereo unspecified) |
| 94.0 | 2.3 | 0.0 | 2.3 | 4.5 | 14.5 | -13.7 | 86.0 | -7.4 | Cc1cccc(OCC(=O)Nc2ccc(N3CCN(C(=O)c4ccccc4)CC3)cc2)c1C |
| 93.0 | 3.2 | -2.0 | 22.8 | 13.4 | -3.3 | 0.7 | 92.0 | 1.7 | CC(C)N1C(=O)CCC1C(=O)O (stereo unspecified) |
| 103.0 | 0.9 | 1.0 | 4.0 | -7.5 | 2.4 | 8.0 | 99.0 | -1.1 | O=C(NCc1ccncc1)c1nc(-c2cccs2)no1 |
| 98.0 | 0.9 | -1.0 | 1.8 | 17.1 | -4.6 | -8.9 | 102.0 | 4.5 | CCOC(=O)C1(CC2CC2)CCN(Cc2cc(Cl)c(O)c(OC)c2)CC1 |
| 107.0 | 0.3 | 2.0 | 0.2 | -15.3 | 13.8 | 3.0 | 105.0 | -8.5 | COCCNC(=S)N1CCN(c2nc(-c3ccc(F)cc3)cs2)CC1 |
| 97.0 | 5.9 | 1.0 | 12.6 | -4.0 | 0.3 | 3.3 | 100.0 | -1.9 | COc1ccc2c(c1)CCC/C2=N/OC(=O)c1ccccc1OC |
| 105.0 | 9.6 | 1.0 | 13.0 | -3.9 | -0.5 | -2.8 | 105.0 | 6.3 | Cc1ccc(O)c(-c2cc(C(F)(F)C(F)F)nc(-c3ccccc3)n2)c1 |
| 113.0 | -3.0 | 5.0 | 3.4 | 3.8 | -3.1 | -9.9 | 111.0 | 1.7 | Cc1cc(C)c2nc(C(F)(F)F)c(C#N)c(N)c2c1 |
| 96.0 | 5.9 | -7.0 | 2.6 | -16.6 | nt | 6.3 | 92.0 | 2.5 | CCCCc1ccc(NC(=S)N2CCN(C(=O)c3ccco3)CC2)cc1 |
| 101.0 | -0.3 | -2.0 | -4.3 | 10.7 | 4.4 | -4.5 | 98.0 | 0.5 | O=C(C1=C[C@H](c2ccccc2)C[C@H](OCc2ccc(CO)cc2)O1)N1CCOCC1 |
| 102.0 | -7.4 | 3.0 | -15.9 | 9.8 | -1.9 | -11.7 | 101.0 | 4.6 | O=C(NCCc1ccccc1)c1cnc(Cl)c(Cl)c1 |
| 102.0 | 7.6 | 0.0 | -4.9 | -35.3 | nt | -9.1 | 99.0 | -13.5 | COc1ccc2c(c1)Sc1ccccc1N2 |
| 100.0 | -6.5 | 0.0 | 6.1 | -6.0 | 2.9 | -0.7 | 94.0 | 4.7 | CCc1nn(-c2cc(Oc3cccc4ccccc34)nc(-c3ccccc3)n2)c(N)c1C#N |
| 97.0 | 5.2 | -2.0 | -4.5 | 4.0 | 0.9 | -32.1 | 98.0 | 1.1 | O=C(Nc1nnc(-c2ccco2)o1)c1ccc(Cl)s1 |
| 104.0 | -1.4 | 18.0 | 24.1 | 5.0 | 6.1 | 8.8 | 110.0 | -3.6 | COC(=O)c1ccccc1NC(=O)C(=O)NCC1CCCO1 (stereo unspecified) |
| 105.0 | 8.2 | 2.0 | 35.0 | 24.6 | -0.8 | -7.1 | 102.0 | -0.2 | COC(=O)c1c[nH]n2c(=O)cc(CCl)nc12 |
| 107.0 | 3.2 | 14.0 | -0.8 | 2.6 | 6.0 | -5.1 | 107.0 | 4.2 | COCCCn1c(-c2ccc(OC)cc2)nc2c1c(=O)[nH]c(=O)n2Cc1ccccc1 |
| 99.0 | 0.3 | -1.0 | 13.8 | -0.7 | 0.9 | 1.2 | 102.0 | -2.4 | Cc1ccc(C)c(N(CC(=O)NC2CCCCC2)C(=O)c2csnn2)c1 |
| 121.0 | -5.5 | 0.0 | 28.7 | 4.9 | -1.8 | -7.3 | 108.0 | -6.6 | C/C(CC(=O)NCc1ccco1)=N\NC(=O)Cc1ccc(-c2ccccc2)cc1 |
| 97.0 | -2.9 | -8.0 | -1.4 | 10.0 | 1.2 | -8.5 | 92.0 | 3.9 | Brc1cccc(-c2nnco2)c1 |
| 104.0 | -9.7 | -1.0 | 22.3 | 9.8 | -0.3 | -16.8 | 100.0 | -0.7 | CCOC(=O)COc1ccc([N+](=O)[O-])cc1 |
| 95.0 | 0.9 | -6.0 | 7.8 | 1.1 | 1.7 | 7.2 | 100.0 | 7.1 | CC1CCc2nc3ccc(S(=O)(=O)N4CCC(C(=O)NC(C)c5ccccc5)CC4)cc3c(C(=O)O)c2C1 (stereo unspecified) |
| 94.0 | 1.4 | -5.0 | -7.0 | 9.7 | 1.5 | -4.5 | 94.0 | -3.1 | O=c1cc(CSc2nnc(Nc3ccccc3F)s2)nc2sccn12 |
| 107.0 | -1.4 | 8.0 | 11.3 | 8.6 | 1.0 | -3.5 | 110.0 | 0.6 | O=C(Cn1nc(-c2ccccc2)c2ccccc2c1=O)NCC1CCCO1 (stereo unspecified) |
| 102.0 | -0.1 | 1.0 | 7.7 | 16.6 | 2.1 | 1.9 | 108.0 | 0.6 | O=c1cc(Cl)c(-c2ccccc2)n[nH]1 |
| 65.0 | 13.5 | -2.0 | 32.3 | -6.1 | -3.2 | -13.0 | 91.0 | 9.6 | S=C(NCCc1ccccc1)NCCc1ccccc1 |
| 105.0 | -0.1 | 3.0 | -96.9 | 9.0 | -1.1 | -1.5 | 97.0 | 3.7 | COc1ccccc1NC(=O)c1nnn(CC(=O)Nc2ccccc2)c1N |
| 95.0 | 2.2 | 0.0 | -0.8 | -3.9 | 3.5 | 9.5 | 97.0 | -1.0 | COc1ccc(N(CC(=O)NN=C2CCN(C)CC2)S(=O)(=O)c2ccccc2)c(OC)c1 |
| 90.0 | 1.2 | 0.0 | 33.2 | -0.4 | -0.7 | -5.6 | 96.0 | 0.5 | COC(=O)N/N=C/c1ccc(-c2cc(Cl)cc(Cl)c2)o1 |
